Bioassay records: PubChem BioAssay, several laboratories
Bcl-xL primary = Bcl-xL (human) inhibition | Q07817 | GST-Bcl-xL / FITC-Bim BH3 peptide fluorescence polarization | inhibition, % at 10.9 µM | 320,000 compounds, 0.7% hits | AID 2129;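 active = inhibition above the mean of all tested compounds plus 3 SD, cutoff set per campaign, cut at about 30% in these data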;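 note: 0% = DMSO wells and 100% = unlabeled Bim-BH3 peptide competitor; inhibitors lower millipolarization by displacing the labeled peptide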
Target sequence (Q07817 whole entry, looked up): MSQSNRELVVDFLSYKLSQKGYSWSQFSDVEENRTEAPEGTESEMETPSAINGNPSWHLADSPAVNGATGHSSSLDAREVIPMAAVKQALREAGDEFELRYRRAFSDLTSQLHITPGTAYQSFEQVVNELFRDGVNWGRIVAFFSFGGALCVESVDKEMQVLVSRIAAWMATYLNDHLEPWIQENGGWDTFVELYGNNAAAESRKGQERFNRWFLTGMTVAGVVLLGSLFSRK
GLD-1 RNA inh = GLD-1-TGE RNA interaction inhibition (C. elegans). Q17339. purified GLD-1 + fluorescein TGE RNA, fluorescence polarization. inhibition, % at 5.96 µM. 320,000 compounds, 0.44% hits. AID 2280;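 active = percent inhibition above a per-plate cutoff, the plate mean of test compounds plus 3 SD, cut at about 30% in these data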;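 note: 0% = DMSO wells with GLD-1 and probe and 100% = wells lacking GLD-1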
PAFAH1B2 inh = PAFAH1B2 (human) inhibition; AID 492953; recombinant PAFAH1B2, FP-rhodamine activity probe, fluorescence polarization; 340,000 compounds, 1.2% hits; inhibition, % at 3.39 µM;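 active = inhibition above the mean of all tested compounds plus 3 SD, cut at about 24% in these data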;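 note: 0% = enzyme with DMSO and 100% = wells lacking PAFAH1B2; many of its hits are not listed in these tables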
Target sequence (P68402 whole entry, looked up): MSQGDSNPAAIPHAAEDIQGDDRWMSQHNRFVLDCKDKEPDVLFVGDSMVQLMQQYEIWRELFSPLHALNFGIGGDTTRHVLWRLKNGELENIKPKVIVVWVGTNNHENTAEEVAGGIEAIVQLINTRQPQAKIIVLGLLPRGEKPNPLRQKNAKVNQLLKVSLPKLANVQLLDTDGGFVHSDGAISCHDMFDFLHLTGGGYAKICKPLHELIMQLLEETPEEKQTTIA
PME-1 primary = PME-1 (human) inhibition. Q9Y570. recombinant PME-1, FP-Rh probe fluorescence polarization. inhibition, % at 5.9 µM. 320,000 compounds, 0.53% hits;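 active = inhibition above the campaign mean of all compounds plus 3 SD, cut at about 26% in these data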;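 note: competitive labeling of PME-1 active site by serine hydrolase directed probe; 0% = PME-1 with DMSO and 100% = wells lacking PME-1 enzyme; inhibitors block probe labeling so polarization falls and inhibition rises; many of its hits are not listed in these tables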
AHR activator = human AHR activation; P35869; 320,000 compounds, 2.5% hits; AID 2796; AHR-responsive luciferase reporter cells, luminescence; activation, % at 5 µM; in the data active = activation above about 47%;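 note: 0% = vehicle wells and 100% = reference agonist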
pPAFAH inh = inhibitors of human plasma PAF acetylhydrolase (pPAFAH) | recombinant pPAFAH, FP-rhodamine probe fluorescence polarization | inhibition, % at 3.39 µM | AID 463082 | 330,000 compounds, 1.5% hits | Q13093;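 active = inhibition above the mean inhibition across the screen plus 3 SD, cut at about 25% in these data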;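 note: inhibitors block binding of the rhodamine activity-based probe so polarization drops; 0% = enzyme with DMSO and 100% = wells lacking pPAFAH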
MEX-5 binding = C. elegans MEX-5 TCR-2 RNA binding activity. Q9XUB2. MEX-5/FITC-TCR2 RNA binding, fluorescence polarization; stronger effect = lower value. activity score (negative = inhibition of binding), % at 10 µM. 300,000 compounds, 0.38% hits;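 active = inhibition past about -25% in most replicates, and total fluorescence under double the plate's negative control median, limit read from the data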;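 note: 0% = DMSO and -100% = 5 µM competing unlabeled TCR2 RNA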
Target sequence (Q9XUB2 whole entry, looked up): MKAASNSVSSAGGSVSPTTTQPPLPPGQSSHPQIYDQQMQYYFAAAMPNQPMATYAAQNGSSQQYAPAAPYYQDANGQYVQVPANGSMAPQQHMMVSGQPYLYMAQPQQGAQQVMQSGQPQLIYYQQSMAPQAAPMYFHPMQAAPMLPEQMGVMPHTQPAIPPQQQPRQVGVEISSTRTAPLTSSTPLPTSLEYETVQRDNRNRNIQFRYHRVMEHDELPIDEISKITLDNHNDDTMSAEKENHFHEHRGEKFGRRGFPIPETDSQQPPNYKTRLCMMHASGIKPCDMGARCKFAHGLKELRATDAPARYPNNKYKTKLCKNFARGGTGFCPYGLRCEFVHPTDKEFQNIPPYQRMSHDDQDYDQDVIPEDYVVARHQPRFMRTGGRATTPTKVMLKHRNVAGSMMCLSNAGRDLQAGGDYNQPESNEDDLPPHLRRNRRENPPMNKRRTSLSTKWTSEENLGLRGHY
MCL1-BIM inh = disrupts human MCL1 binding to BIM-BH3 peptide | GST-MCL1 / FITC-Bim-BH3 fluorescence polarization | AID 2057 | 320,000 compounds, 0.68% hits | Q07820 | inhibition, % at 10.9 µM;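 active = inhibition above the mean inhibition of all tested compounds plus 3 SD, set per campaign, cut at about 40% in these data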;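 note: 0% = DMSO wells and 100% = unlabeled Bim-BH3 peptide control; higher means more loss of mP so more displacement of Bim peptide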
Fam108B inh = counter-screen for RBBP9 inhibitors: inhibitors of mouse Fam108B; 300,000 compounds, 0.33% hits; inhibition, % at 9.51 µM; recombinant Fam108B, FP-Rh probe fluorescence polarization;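 active = inhibition above the screen mean inhibition plus 3 SD, computed separately per campaign, cut at about 18% in these data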;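 note: inhibitors lower polarization as less probe binds the enzyme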
An asterisk follows results filed as active; / = no result given. Not all compounds are listed; count on the stated rates, not on these rows.

SMILES | Bcl-xL primary | GLD-1 RNA inh | PAFAH1B2 inh | PME-1 primary | AHR activator | pPAFAH inh | MEX-5 binding | MCL1-BIM inh | Fam108B inh
c1ccc(C[n+]2ccccc2)cc1 | 7 | 2 | 1 | 7 | -2 | -1 | 1.0 | 3 | 0
CC(C)C/C(=N/O)c1c[nH]c2ccccc12 | 0 | 0 | 1 | -5 | 16 | 2 | 0.4 | -3 | 2
O=C(O)COc1ccccc1 | -1 | 4 | -1 | 0 | -2 | -4 | / | -5 | /
COC(=O)C1=C(c2ccc(F)cc2OCc2ccccc2)C[C@@H]2CC[C@H]1N2C(=O)NC1Cc2ccccc2C1 | 5 | -3 | -4 | -12 | 8 | 0 | / | 4 | /
O=C1NC(=O)C(=Cc2ccc(N3CCOCC3)cc2)C(=O)N1 | 9 | -6 | 3 | -4 | 0 | 4 | -3.1 | 8 | 2
C=CC[N+]1(C)CC[C@]23c4c5ccc(O)c4O[C@H]2C(=O)CC[C@@]3(O)[C@H]1C5 (stereo not given in full) | -3 | 4 | 3 | 3 | 0 | 3 | 2.0 | -16 | -2
Cc1ccc(OCCOc2cccc(C=C3C(=O)NC(=O)NC3=O)c2)cc1 | 5 | -5 | 39* | 1 | -1 | 4 | -0.9 | 22 | 2
O=C(c1ccc2c(c1)OCO2)C1CCCN(Cc2ccccn2)C1 (stereo not given) | 4 | 2 | 5 | 5 | 1 | -1 | 0.4 | 6 | 1
CC(=NCCCn1ccnc1)c1c(O)n(C2CCCCC2)c(=O)[nH]c1=O | 8 | 7 | -7 | -1 | 5 | -6 | 0.3 | 6 | 0
C=CCn1c(=O)c(C=Nc2cccnc2Cl)c(O)n(CCCC)c1=O | -49 | -23 | 1 | -9 | -3 | 3 | 0.4 | -103 | 2
O=C(Cn1ncn2c(cc3cc(F)ccc32)c1=O)N1CCC2(CC1)OCCO2 | 7 | -2 | 0 | 3 | 1 | 8 | 0.9 | 7 | -1
O=C1/C(=C\c2cc3c(cc2Br)OCO3)N2CCC1CC2 | 0 | 1 | -1 | -2 | 12 | 2 | 2.2 | -3 | 6
CC(=O)N1CCN(CCN=Cc2c(O)n(-c3ccc(C)cc3)c(=S)[nH]c2=O)CC1 | 1 | -2 | -1 | -6 | 1 | 14 | 1.3 | 3 | -2
CCOC(=O)[C@@H]1[C@H]2COc3ccc(Br)cc3[C@@H]2N2C(=O)N(c3cccc(C)c3)C(=O)[C@]12C | 1 | 5 | 6 | 3 | 1 | -3 | 2.7 | 0 | 1
Cc1cccc(N2C(=O)/C(=C/N3CCN(C(=O)c4ccco4)CC3)C(=O)NC2=S)c1 | -19 | -10 | -3 | 1 | -1 | 3 | 6.1 | -16 | -5
CC(=NCCCN1CCOCC1)c1c(O)n(-c2ccccc2C)c(=O)[nH]c1=O | 0 | 11 | 5 | -3 | 0 | -3 | -1.4 | -2 | 0
Cc1cc(OC(=O)c2ccco2)c2c3c(c(=O)oc2c1)CCCC3 | 10 | -2 | 2 | 16 | 0 | 6 | 1.0 | -2 | 1
CCOc1ccc(CNCCc2ccc3c(c2)OCO3)cc1 | 8 | 2 | 2 | -1 | 0 | 5 | 2.1 | 9 | 2
O=C(C1CC(c2ccccc2O)=NO1)N1CCC2(CC1)OCCO2 (stereo not given) | 4 | -4 | 1 | 1 | 8 | 18 | 2.8 | 4 | 13
O=C(Cn1nc(-c2ccccc2)ccc1=O)N1CCC2(CC1)OCCO2 | 0 | -1 | 2 | 0 | 0 | 6 | 0.9 | -5 | 2
Cc1ccc(/C=C2/C(=O)NC(=O)N(Cc3ccc(F)cc3)C2=O)o1 | -14 | -8 | / | 3 | 6 | 3 | 1.3 | -6 | 0
CC(=NCCCn1ccnc1)c1c(O)n(C)c(=O)n(C)c1=O | 4 | 4 | 1 | 4 | 30 | 3 | 2.5 | -5 | -1
CCn1ccnc1CN1CCCC(C(=O)c2cccc(C(F)(F)F)c2)C1 (stereo not given) | 2 | 2 | 4 | -1 | 4 | -1 | 3.2 | 6 | 2
COc1cc(/C=C2\C(=O)NC(=O)N(c3ccccc3)C2=O)cc(OC)c1O | 15 | 15 | 5 | -2 | 4 | 3 | 21 | 11 | -2
COc1ccc(Cn2c(O)c(C=NCCCn3ccnc3)c(=O)[nH]c2=O)cc1 | 2 | 0 | -3 | -7 | 14 | -3 | 2.7 | 4 | -9

Shown with two lines to a compound: entries from further up.
Results follow in this order: Bcl-xL primary, GLD-1 RNA inh, PAFAH1B2 inh, PME-1 primary, AHR activator, pPAFAH inh, MEX-5 binding, MCL1-BIM inh, Fam108B inh
> c1ccc(C[n+]2ccccc2)cc1
  7, 2, 1, 7, -2, -1, 1.0, 3, 0
> CC(C)C/C(=N/O)c1c[nH]c2ccccc12
  0, 0, 1, -5, 16, 2, 0.4, -3, 2
> O=C(O)COc1ccccc1
  -1, 4, -1, 0, -2, -4, /, -5, /
> COC(=O)C1=C(c2ccc(F)cc2OCc2ccccc2)C[C@@H]2CC[C@H]1N2C(=O)NC1Cc2ccccc2C1
  5, -3, -4, -12, 8, 0, /, 4, /
> O=C1NC(=O)C(=Cc2ccc(N3CCOCC3)cc2)C(=O)N1
  9, -6, 3, -4, 0, 4, -3.1, 8, 2
> C=CC[N+]1(C)CC[C@]23c4c5ccc(O)c4O[C@H]2C(=O)CC[C@@]3(O)[C@H]1C5 (stereo not given in full)
  -3, 4, 3, 3, 0, 3, 2.0, -16, -2
> Cc1ccc(OCCOc2cccc(C=C3C(=O)NC(=O)NC3=O)c2)cc1
  5, -5, 39*, 1, -1, 4, -0.9, 22, 2
> O=C(c1ccc2c(c1)OCO2)C1CCCN(Cc2ccccn2)C1 (stereo not given)
  4, 2, 5, 5, 1, -1, 0.4, 6, 1

Other compounds follow:
SMILES | Bcl-xL primary | GLD-1 RNA inh | PAFAH1B2 inh | PME-1 primary | AHR activator | pPAFAH inh | MEX-5 binding | MCL1-BIM inh | Fam108B inh
Fc1ccc(CNCCc2c[nH]c3ccccc23)cc1 | 4 | 2 | 1 | 3 | 0 | 2 | -0.2 | 1 | 0
CN(C(=O)Cc1ccc2c(c1)OCO2)C1CCCN(Cc2ccccc2F)C1 (stereo not given) | 3 | 1 | 3 | 4 | 1 | 0 | 0.4 | 11 | 3
Cc1ccccc1OP(N)(=O)Oc1ccccc1C | 3 | -5 | 6 | -1 | -1 | 5 | 0.9 | -4 | -4
OCCN1C2CCC1CC(O)(c1ccc(F)cc1)C2 (stereo not given) | 2 | -5 | 4 | 0 | 0 | 2 | 0.6 | 6 | 3
CCCCN1C(=O)NC(=O)C2(Cc3cc(C)ccc3N(C)C2)C1=O (stereo not given) | 3 | 0 | 7 | -3 | 7 | 3 | 0.0 | 1 | -4
COC(=O)C1=C(c2ccc(-c3ccccc3)c(F)c2)C[C@@H]2CC[C@H]1N2C(=O)N1CCCC1 | 5 | 1 | 2 | 8 | -2 | 7 | / | 4 | /
COc1ccccc1-n1c(CNCC2CCCO2)nc2ccccc2c1=O (stereo not given) | 4 | 1 | -2 | -2 | 81* | 3 | -1.0 | 4 | 4
COc1ccc(-n2c(O)c(C(C)=NCCCn3ccnc3)c(=O)[nH]c2=O)cc1 | -1 | 10 | 2 | 5 | -3 | 7 | -0.5 | -1 | 0
COc1ccc(CCNCc2ccccn2)cc1OC | 2 | 8 | 0 | 4 | 0 | 6 | -1.9 | -4 | 0
COc1ccc(CC(=O)N2CCN(C)CC2)cc1 | 5 | 0 | 0 | 8 | 0 | 0 | 1.5 | 11 | -2
Cc1c(N=Nc2c(O)n(-c3ccc(Br)cc3)c(=O)[nH]c2=O)c(=O)n(-c2ccccc2)n1C | -1 | -20 | -4 | 4 | 3 | 2 | -1.3 | -2 | 0
COc1ccc(OC)c(NC2=NCCS2)c1 | 6 | 1 | 6 | 0 | 1 | -1 | -0.1 | -2 | -2
Cc1cccn2c(=O)c3c(nc12)N1CCc2ccccc2C1C1(C3)C(=O)NC(=O)N(C)C1=O (stereo not given) | 3 | 9 | 2 | -4 | 25 | 6 | -1.1 | 5 | 0
C=CCN1C(=O)/C(=C/c2ccc3c(c2)CCCN3CCC)C(=O)NC1=S | -22 | -1 | -3 | -10 | 5 | 4 | -0.7 | -72 | -6
O=C(c1cccc(Cl)c1)C1CCCN(Cc2cccc3cnccc23)C1 (stereo not given) | -1 | -17 | 4 | 4 | 3 | -2 | -1.7 | 1 | -8
O=C1CN=C(c2ccc(Cl)cc2)c2oc3ccccc3c2N1 | -2 | -3 | / | -10 | 104* | -4 | -1.2 | -1 | -1
Nc1ccccc1C(=O)OCCOc1ccccc1 | 3 | -1 | 6 | 1 | 1 | 0 | / | 5 | 2
Cc1cccc(-n2c(O)c(/C=N/Nc3nc4c(c(=O)n(C)c(=O)n4C)n3C)c(=O)[nH]c2=S)c1 | 7 | -9 | 4 | -3 | 28 | 8 | -47* | -4 | 2
CCCN1CCc2cc(O)cc3c2[C@H]1Cc1ccc(O)c(O)c1-3 | 32* | 1 | 4 | 5 | 10 | 23 | -82* | 37 | 0
c1ccc(CCNC2CCCCCC2)cc1 | 1 | -4 | 3 | -6 | 10 | -5 | -0.7 | 6 | 2
NP(=O)(OCC(F)(F)F)Oc1ccccc1 (stereo not given) | -2 | -4 | 1 | -7 | 0 | -5 | -0.4 | -9 | -7
Cc1cccc(OP(=O)(Nc2cccnc2)Oc2cccc(C)c2)c1 | 6 | 0 | -1 | 1 | 36 | 2 | -0.9 | -4 | 1
C[n+]1c(-c2ccccc2)sc2ccccc21 | 8 | 2 | -2 | 3 | 3 | 0 | 0.6 | 11 | -1
COC(=O)C1=C(c2ccc(F)cc2OCc2ccccc2)C[C@@H]2CC[C@H]1N2C(=O)NCc1ccccc1Br | 1 | -3 | 3 | -10 | 0 | 1 | / | 7 | /
CC(=Nc1ccc2c(c1)CCC2)c1c(O)n(-c2ccccc2)c(=O)[nH]c1=O | 4 | -4 | 3 | 6 | 2 | -6 | 1.1 | 5 | 1
(more compounds)
SMILES | Bcl-xL primary | GLD-1 RNA inh | PAFAH1B2 inh | PME-1 primary | AHR activator | pPAFAH inh | MEX-5 binding | MCL1-BIM inh | Fam108B inh
COc1ccc2[nH]cc(C(=O)CN(C)C)c2c1 | -3 | 6 | -1 | -2 | 2 | 1 | -0.4 | -7 | -2
CCN(CC)C(=O)c1ccc(NC(=O)COc2ccccc2F)cc1 | -3 | 5 | -4 | -7 | 2 | 4 | -0.2 | -1 | -4
Cc1cc(C=O)c(C)n1C1CC1 | 4 | 6 | 3 | 0 | 0 | 4 | -0.9 | -4 | -1
O=c1[nH]c(=S)n(C2CC2)c(O)c1/C=N/Nc1cccc2ccccc12 | 20 | 8 | 4 | 6 | 76* | 18 | -1.1 | 9 | 10
CN(C)C1(CNC(=O)Nc2ccc(Cl)c(Cl)c2)CCCCC1 | 6 | 0 | -5 | -2 | 2 | -2 | 2.0 | 4 | 4
CC(C)C[C@H]1C(=O)N2CCCC2[C@]2(O)O[C@](NC(=O)[C@@H]3C=C4c5cccc6[nH]cc(c56)CC4N(C)C3)(C(C)C)C(=O)N12 (stereo not given in full) | 152* | 117* | 15 | 12 | 4 | 17 | -7.0 | 194* | 19*
